High-throughput results as filed in PubChem.
GLP-1R agonist: agonists of human GLP-1 receptor; HEK293 GLP-1R CRE-luciferase, luminescence, 4-6 h; cells express a hypersensitive GLP-1R form; Potency, µM (highest dose often 45.6 µM), for the others: at the highest dose activation, most hits filed as activators; 0.007% of 380,000 active; AID 624172; also: potency is read from the fitted curve at half-maximal effect; % of control where 0% means no effect
PTHR1 ag: activates the human parathyroid hormone receptor PTHR1; Q03431; 0.075% of 410,000 active; HEK293 GP2 PTHR1 cells, GloSensor cAMP luminescence, 1 h; AID 743266; Potency, µM (highest dose often 115 µM), for inactives: at the highest dose activation, usual class: activators; also: potency is read from the fitted curve at half-maximal effect; nearly all actives have a fitted effect of over 55% in size; some results filed as inactive show a strong effect at the top dose; inactives centre near -15; many of its hits are not listed in these tables
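HEK-293-derived GP2 cells expressing PTHR1 and a GloSensor cAMP reporter, 3,000/well, plated overnight, given luciferin plus IBMX (each 0.5 mM as added) for 1 h at 37 °C, then compound for 1 h at 37 °C. Luminescence was read after 15 min at room temperature.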
IL-2 act: activates IL-2 in a cell-based reporter assay; IL-2 activation reporter assay, cell-based qHTS; stimulated with anti-CD3/CD4/CD28 beads; in transgenic mouse T cells; 0.065% of 360,000 active; activation, % (series mostly up to about 46 µM); AID 652025; in the data active = activation above about 50%; inconclusive = mostly about 30% to 49%; also: 0% is about no effect
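Using fluorescent plate cytometry, EGFP and DsRed are detected in transgenic mouse T cells stimulated 18 h at 37 degrees C with antibody-coated beads after 60 min compound pretreatment.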
GLP1R cytotox: cytotoxic in the GLP-1 receptor inverse agonist counter-screen | HEK293 cAMP-luciferase reporter cells, luminescence, 24 h | Potency, µM (top dose mostly 38.3 µM), for the others: at the highest dose activity change, negative = inhibition, most hits filed as inhibitors | 0.13% of 410,000 active | AID 624418;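 also: loss of luciferase light is scored as toxicity; potency is read from the fitted curve at half-maximal effect; % is scaled to controls: 0 for no effect and ±100 for the full control effect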
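Luminescence readout: signal drop marks cytotoxicity. Plated cells grew 12 h at 37 °C, 5% CO2, received 23 nL compound for 24 h, then got luciferase reagent, read after 12 min at RT.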
PI5P4K alpha inh: inhibitors of human PI5P4K alpha; PI5P4Kalpha enzyme, ADP-Glo luminescence, 60 min; active compounds read low; 1.2% of 330,000 active; P48426; max response, %; active = max response of -50% or lower; inconclusive = between -30% and -50%; inactive = -30% or higher; also: value at the top dose of about 77 µM; % is scaled to controls: 0 for no effect and ±100 for the full control effect
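Reactions run in 0.038 M HEPES pH 7.4, 0.28 mM EGTA, 0.1% CHAPS and 5% DMSO, with PI5P4Kalpha, substrate, compound and 5 microM ATP final, one hour at room temperature. Readout is ADP-Glo luminescence.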
PLK1 PBD block: inhibitors of human PLK1 polo-box domain binding | P53350 | Plk1 PBD binding of FITC phosphopeptide, fluorescence polarization | Potency, µM, without a hit: max response, negative = inhibition, hits mostly inhibitors | 2.8% of 360,000 active; also: potency is read from the fitted curve at half-maximal effect; series mostly up to about 57 µM; % is scaled to controls: 0 for no effect and ±100 for the full control effect; nearly all actives have a fitted effect of over 65% in size
GLP1R inv ag: acts as inverse agonist at human GLP-1 receptor; P43220; AID 624417; Potency, µM (series often up to 38.3 µM), for inactives: at the top dose activity change, negative = inhibition, hits mostly inhibitors; HEK293 GLP-1R CRE-luciferase, luminescence, 24 h; GLP-1R form is constitutively active; 1.6% of 410,000 active; also: potency is read from the fitted curve at half-maximal effect; % is scaled to controls: 0 for no effect and ±100 for the full control effect; nearly all actives have a fitted effect of over 55% in size
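Seeding at 200 cells/uL, 12 h culture, 24 hr compound treatment, then luciferase reagent and a luminescence read; cells are HEK293 stably expressing a constitutively active GLP-1R plus cAMP-responsive luciferase.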
EPAC1 antag: EPAC1 (human) antagonism; O95398; EPAC1 GEF assay, Rap1b-BODIPY-GDP exchange fluorescence; Potency, µM (series often up to 115 µM), inactives show at the highest dose activity change, negative = inhibition, actives largely listed as inhibitors; 0.14% of 360,000 active;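 also: potency is read from the fitted curve at half-maximal effect; plate controls were vehicle for no effect and positive control for full effect; nearly all actives have a fitted effect of over 50% in size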
Target sequence (O95398 whole entry, looked up): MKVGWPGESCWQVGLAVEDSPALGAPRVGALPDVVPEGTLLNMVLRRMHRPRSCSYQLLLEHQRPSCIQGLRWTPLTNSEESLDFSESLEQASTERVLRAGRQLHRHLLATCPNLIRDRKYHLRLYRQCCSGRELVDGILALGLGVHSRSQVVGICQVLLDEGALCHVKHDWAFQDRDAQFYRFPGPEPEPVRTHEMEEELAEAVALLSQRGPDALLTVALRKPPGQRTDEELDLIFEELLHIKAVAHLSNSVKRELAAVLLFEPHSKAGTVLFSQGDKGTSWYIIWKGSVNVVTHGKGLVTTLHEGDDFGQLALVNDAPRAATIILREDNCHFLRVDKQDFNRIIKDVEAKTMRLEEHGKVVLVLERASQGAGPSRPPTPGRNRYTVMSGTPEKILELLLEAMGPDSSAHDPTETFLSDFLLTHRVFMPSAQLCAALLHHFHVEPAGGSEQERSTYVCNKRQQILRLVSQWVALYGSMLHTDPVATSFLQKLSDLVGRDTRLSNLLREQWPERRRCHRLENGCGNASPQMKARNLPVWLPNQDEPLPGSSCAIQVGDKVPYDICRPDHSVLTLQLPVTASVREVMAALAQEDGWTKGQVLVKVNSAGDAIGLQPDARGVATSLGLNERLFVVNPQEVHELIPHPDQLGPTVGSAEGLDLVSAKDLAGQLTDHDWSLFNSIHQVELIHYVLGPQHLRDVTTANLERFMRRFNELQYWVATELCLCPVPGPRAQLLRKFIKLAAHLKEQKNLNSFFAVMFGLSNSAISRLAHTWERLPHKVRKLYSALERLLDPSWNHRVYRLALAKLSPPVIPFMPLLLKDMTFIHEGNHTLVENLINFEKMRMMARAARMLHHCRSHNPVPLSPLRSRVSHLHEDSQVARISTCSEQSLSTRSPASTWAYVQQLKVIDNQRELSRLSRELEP
EPAC1 agonist: activates human EPAC1 exchange factor; 0.073% of 360,000 active; EPAC1 agonist qHTS, biochemical assay; response scale: 100% = response to 6.5 mM cAMP; O95398; Potency, µM (highest dose often 154 µM), inactives show top-dose activation, hits mostly activators; also: potency is read from the fitted curve at half-maximal effect; nearly all actives have a fitted effect of over 60% in size
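Nucleotide exchange assay: 100 nM EPAC1 with 250 nM Rap1B loaded with BODIPY-GDP and 50 uM GDP, room temperature. Fluorescence (480/540 nm) read every 5 min for 30 min; signal change normalized to 6.5 mM cAMP as full agonist.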
An asterisk follows results filed as active; i = inactive; u = inconclusive; x = not tested or not shown; [ ] = another dose, or the depositor's remark. Unless noted, calls follow the shape of the dose curve; as a rule, active = well fitted curve in the direction sought with a large enough effect; inconclusive = small, poorly fitted or top-dose-only effect, or another doubt; inactive = no such curve, though single readings can be large; an effect the other way counts as inactive or inconclusive.

molecule | GLP1R cytotox | GLP1R inv ag | EPAC1 antag | PLK1 PBD block | EPAC1 agonist | IL-2 act | GLP-1R agonist | PI5P4K alpha inh | PTHR1 ag
c1ccc(CC2CCN(c3nc4ccccc4n4cnnc34)CC2)cc1 | 21% | -26% | -21% | -1% | 9% | -0.5 | 23% | 18 | i
CC(=O)Cc1nsc(Nc2ccc(Cl)cc2)n1 | 0%[0.307 µM] | 4%[0.307 µM] | -2% | -5% | 0% | 1.5 | 11% | -6 | -7%
CN(C(=O)CSc1nnc(Nc2ccccc2)s1)C1CCS(=O)(=O)C1 (stereo not drawn) | 24% | 31%[activator] | 19% | -8% | -9% | -2.5 | 3% | 5 | i
COc1ccc2ccccc2c1/C=N/NC(=O)CC1(C)OCCCO1 | 9% | 1% | 11% | -3% | -6% | -0.5 | 10% | -15 | i
COc1ccc(C(=O)Nc2cccc(/C(C)=N/NC(=O)c3ccc([N+](=O)[O-])cc3)c2)cc1OC | 12% | 2% | 0% | -10% | -10% | -2.5 | 7% | 4 | 1%
COc1ccc(N2C(N)=NC(N)=NC23CCCC3)cc1 | -3% | 7% | -7% | -5% | 2% | -0.6 | -1% | 10 | i
NC(=O)C(CC(=O)O)NC(=O)[C@@H]1CCOc2c(I)cc([N+](=O)[O-])cc2C(=O)N[C@@H](CO)C(=O)N[C@@H](Cc2ccc(O)cc2)C(=O)N1 (stereo partly drawn) | -14% | 2% | -11% | -29% | -6% | 2.0 | -2% | -1 | i
Cn1c(=O)c2ncn(CC(=O)N/N=C/c3ccco3)c2n(C)c1=O | -3% | 4% | 16% | 0% | 1% | -3.3 | -1% | 6 | i
CN(C(=O)COC(=O)CSc1ccc(C(N)=O)cc1[N+](=O)[O-])C1CCS(=O)(=O)C1 (stereo not drawn) | 13% | 0% | -23% | -14% | -6% | 2.3 | -24% | -5 | -21%
Cc1ccc(NC(=S)NCCc2ccc(S(N)(=O)=O)cc2)c(C)c1 | -22% | -1% | 9% | -7% | -1% | 0.1 | -7% | -1 | -12%[57.5 µM]
COc1ccccc1N1CCN(C(=O)Oc2ccccc2)CC1 | 1% | -1% | 6% | 1% | 6% | -1.0 | 4% | x | -80%[inhibitor]
CCc1ccccc1NC(=O)CN(C)C(=O)CSc1nn(-c2ccccc2)c(=S)s1 | -12% | 8% | -11% | 1% | -8% | 0.2 | -1% | 1 | -8%
CC1CN(C(=O)Cn2cc(S(=O)(=O)CC(=O)N3CCOCC3)c3ccccc32)CC(C)O1 (stereo not drawn) | 4% | 3% | 14% | 1% | 5% | 1.3 | -4% | -3 | i
CCOC(=O)c1sc(NC(=O)c2ccc(OC(C)=O)cc2)nc1C | 0% | 26% | 7% | -6% | -9% | -1.0 | 1% | 5 | i
CCC1CCCCN1C(=O)COC(=O)c1cc2ccccc2cc1O (stereo not drawn) | -6% | u | -1% | 1% | 0% | -0.4 | 22% | -4 | -27%[57.5 µM]
COc1ccc(-c2csc(C(C)(NC(C)=O)c3ccc(OC)cc3)n2)cc1 (stereo not drawn) | 6% | 2% | 0% | 0% | -7% | -0.6 | -1% | 0 | i
COCCN(C(=O)COC(=O)/C=C/c1cccc(OC)c1)c1c(N)n(CC(C)C)c(=O)[nH]c1=O | -2% | -10% | 1% | 0% | 9% | -2.1 | -2% | 4 | 8%
CCOc1ccc(C(=O)NCc2ccccn2)cc1 | 4% | 0% | 3% | -14% | 1% | -1.5 | 5% | x | -7%[57.5 µM]
CC[C@]12c3[nH]c4ccc(OC)cc4c3CCN1C(=O)C(CC(=O)NCCCn1ccnc1)C[C@@H]2C(=O)N1CCN(C(=O)c2ccco2)CC1 (stereo partly drawn) | -6% | 2% | -5% | 0% | -22% | -0.7 | 6% | -3 | -12%
CCOc1ccc(Cc2nnc(SCC(=O)Nc3ccccc3)n(N)c2=O)cc1 | -1% | u | 13% | 2% | -8% | 3.7 | 7% | 1 | -6%

Later entries.
molecule | GLP1R cytotox | GLP1R inv ag | EPAC1 antag | PLK1 PBD block | EPAC1 agonist | IL-2 act | GLP-1R agonist | PI5P4K alpha inh | PTHR1 ag
CCN(C(=O)CSc1nc2cc(C(=O)O)ccc2c(=O)n1-c1ccccc1F)C1CCS(=O)(=O)C1 (stereo not drawn) | -16% | 12% | 2% | 1% | -4% | 0.0 | -5% | -12 | i
CC(=O)c1c(C)[nH]c(C(=O)OCC(=O)Nc2nnc(-c3ccccc3)o2)c1C | -14% | 17% | 5% | -9% | 14% | 0.0 | 12% | 2 | -1%
O=C(/C=C/c1cc(Br)ccc1F)OCC(=O)N1CCCC1 | 2% | 13% | 1% | 2% | 0% | -0.2 | 20% | 8 | i
COc1ccc(C2CC(c3cccs3)=NN2C(=O)c2ccco2)cc1OC (stereo not drawn) | -6% | 3% | -2% | -10% | 6% | 0.9 | 22% | -2 | -2%
O=C(CN1CCN(C(C(=O)Nc2cc(C(F)(F)F)ccc2Cl)c2ccccc2)CC1)NC1CC1 (stereo not drawn) | 13% | -1% | -9% | -3% | -2% | -0.6 | 5% | 7 | -39%[inhibitor]
O=C(COC(=O)CNC(=O)c1ccccc1F)NCCC1=CCCCC1 | 20% | 18% | 2% | 0% | -6% | -0.4 | -1% | 1 | i
CCNC(=S)NCc1ccc(F)cc1 | 7% | 4% | -5% | -9% | 6% | -0.5 | 0% | 6 | i
CCn1cc(C(=O)NCCN(CC(C)C)CC(C)C)c(=O)c2cc(S(=O)(=O)N(C)C3CCCCC3)ccc21 | 3% | 3% | x | x | x | x | 1% | x | -24%
Cc1c(C(=O)N2CCOCC2)oc2ccc(Br)cc12 | 5% | -16% | 9% | 0% | -2% | -4.5 | 3% | -3 | -1%
Nc1ccn([C@@H]2O[C@H](CNCc3ccc(-c4cc(C(F)(F)F)ccc4Cl)o3)[C@@H](O)[C@H]2O)c(=O)n1 | -6% | 12% | -2% | -7% | -2% | -2.0 | 9% | 1 | 0%
CCn1c(NC(=O)c2cccs2)c(-c2cccs2)c(=O)c2ccccc21 | -16% | -6% | 13% | -2% | -2% | -0.1 | 3% | x | i
O=C(Cc1ccc(F)cc1)OCn1nnc2ccccc2c1=O | -2% | -3% | 8% | -9% | -5% | -0.5 | 4% | 0 | i
C[N+]1(CC(=O)Nc2ccc(F)cc2)CCN(C(=O)c2ccco2)CC1 | 19% | 3% | -10% | -15% | 9% | 0.5 | 3% | x | i
NCC(c1ccc(Cl)cc1Cl)c1c[nH]c2ccccc12 (stereo not drawn) | u | u | -6% | -11% | 2% | 0.0 | 1% | -3 | -4%
Cc1ccc(CNC(=O)c2ccccc2-n2cnnn2)cc1 | -8% | 30%[activator] | -5% | -6% | -4% | -3.9 | 2% | 0 | i
NC(=O)NC(=O)CC1S/C(=N/N=C2\CSC(=O)N2)NC1=O (stereo not drawn) | -2% | -4% | -7% | 0% | 4% | 2.0 | -3% | -4 | -7%
Cc1ccc(C(=O)OC/C(O)=C(\C#N)c2nc3ccccc3[nH]2)cc1S(=O)(=O)N1CCOCC1 | u | -15% | 4% | -1% | -8% | -0.5 | -5% | -29 | i
COc1ccc(CC(=O)Nc2c(C(=O)N3CCN(c4ncccn4)CC3)oc3ccccc23)cc1 | -1% | 40%[activator] | -5% | -8% | 13% | -1.4 | 12% | -4 | i
Cc1cc(C)c(S(=O)(=O)c2cccc(Br)c2C)c(Cl)n1 | 10% | 20% | 11% | 0% | -1% | -3.5 | -2% | 3 | -50%[inhibitor]
COc1ccc(N(Cc2nnc3n2CCCCC3)C(=O)Nc2ccc(Cl)cc2)cc1Cl | 2% | 11% | x | x | x | x | 8% | x | i
COc1cccc(C(=O)Nc2ccc3c(c2)C(=O)N(CCC(=O)O)C3=O)c1 | -7% | 0% | 10% | -6% | 2% | -0.5 | 6% | x | 23%[57.5 µM]
COc1ccc(Cn2nnnc2CN2CCc3ccccc32)cc1 | 3% | -22% | -3% | 1% | 9% | -1.5 | 1% | x | 2%[57.5 µM]

These rows are one share of the data; count on the stated rates, not on these rows.
